INS-1E GSIS act = primary screen for activators of insulin secretion dependent on glucose, INS-1E cells, GLuc reporter luminescence. INS-1E GLuc reporter insulin secretion, 2-3 h. activation, % at 16.6 µM. 370,000 tested, 0.61% active;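 active = lowest replicate activation of at least 40%, so every replicate reaches that level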;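 also: 0% = median of neutral control wells and 100% = median of IBMX positive control wells; some compounds called inactive have numbers as strong as hits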
ARNT-TACC3 inh = disruptors of human ARNT/TACC3 interaction | Q9Y6A5 | AlphaScreen His-ARNT PAS-B/GST-TACC3 binding, luminescence; TACC3 fragment carries E629A point mutation | inhibition, % at 9.99 µM | 390,000 tested, 0.66% active | AID 623870;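 active = mean inhibition of replicates at least 50% and at least half of replicates each reaching 50%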;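 also: 0% = complete ARNT plus TACC3 wells and 100% = ARNT alone without TACC3; many hits fall short of the cut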
Numbers without * were called inactive. Only part of the results is shown (hit frequency here may not be typical).

Preview, five compounds:
INS-1E GSIS act | ARNT-TACC3 inh | Structure
-11.2 | -3.8 | O=C(N1CCOCC1)N1CCC(c2nc(-c3ccc(S(=O)(=O)N4CCOCC4)cc3)no2)CC1
5.7 | 15.9 | CCN(CC)S(=O)(=O)c1ccc(C(=O)NCc2n[nH]c(=S)n2-c2ccccc2OC)cc1
28.8 | -7.4 | O=C(CCSCCc1ccccn1)Nc1ccc(Cl)cn1
9.3 | -1.9 | COc1ccc(S(=O)(=O)CCC(=O)N(C)c2ccc(OC)cc2OC)cc1
-18.0 | 2.0 | CC(=O)c1c(C)[nH]c(C(=O)CSc2nnc(-c3ccccc3)n2Cc2ccc3c(c2)OCO3)c1C

The whole of this part (from the top)
INS-1E GSIS act | ARNT-TACC3 inh | Structure
-11.2 | -3.8 | O=C(N1CCOCC1)N1CCC(c2nc(-c3ccc(S(=O)(=O)N4CCOCC4)cc3)no2)CC1
5.7 | 15.9 | CCN(CC)S(=O)(=O)c1ccc(C(=O)NCc2n[nH]c(=S)n2-c2ccccc2OC)cc1
28.8 | -7.4 | O=C(CCSCCc1ccccn1)Nc1ccc(Cl)cn1
9.3 | -1.9 | COc1ccc(S(=O)(=O)CCC(=O)N(C)c2ccc(OC)cc2OC)cc1
-18.0 | 2.0 | CC(=O)c1c(C)[nH]c(C(=O)CSc2nnc(-c3ccccc3)n2Cc2ccc3c(c2)OCO3)c1C
-19.1 | -14.9 | Cc1c(/C=N/NC(=O)CNc2ccccc2)c2ccccn2c1C(=O)c1ccccc1
-4.4 | -8.5 | CCOc1ccc(C(=O)NCc2ccccc2OC)cc1
2.1 | -3.7 | CCC1(C(=O)OC)NC(c2ccco2)C2C(=O)N(c3ccc(C)cc3)C(=O)C21 (stereo not drawn)
-6.9 | -5.1 | Cc1ccc(Cn2c(CN3CC(C)OC(C)C3)nc3c2c(=O)[nH]c(=O)n3C)cc1 (stereo not drawn)
-8.8 | 22.9 | Cc1cccc(-c2nc(C#N)c(N3CCCCCC3)o2)c1
-27.4 | -4.9 | CCCCNC(=S)N(C)/N=C/c1ccc(OCc2ccc(C(=O)OC)cc2)c(OC)c1
9.9 | 10.7 | Cc1cccc(-c2nnc(SCCC(=O)N3CCOCC3)o2)c1
16.1 | 14.4 | COc1ccc(Cn2c(=O)[nH]c3cc(C(=O)Nc4ccc(N5CCN(C)CC5)cc4)ccc32)cc1
2.2 | -0.8 | CC(C)(C)NC(=O)C1Cc2ccccc2CN1C(=O)Nc1ccccc1Cl (stereo not drawn)
21.4 | -1.3 | O=C(Nc1nccs1)C1CC(=O)N(c2ccccc2Cl)C1 (stereo not drawn)
0.4 | -4.0 | Cc1ccc(-c2ccc(/C=N/NC(=S)Nc3ccccc3)o2)cc1[N+](=O)[O-]
3.8 | 16.8 | Cc1ccc(Cc2nc(-c3ccccn3)no2)cc1
-3.6 | 0.7 | COc1ccc2c(c1[N+](=O)[O-])CCC/C2=N/OC(=O)c1ccccc1SC
14.6 | 10.0 | O=C(NCc1ccccn1)C1C2C=CC(C2)C1C(=O)Nc1ccc(F)cc1 (stereo not drawn)
6.1 | -0.5 | Cc1cc(C(=O)COC(=O)c2ccc3c(c2)OCO3)c(C)n1Cc1cccs1
5.9 | -8.0 | C/C(=C(\C#N)C(=O)NCc1ccccc1)N(C)C
-4.4 | -3.7 | CCOC(=O)C1CCN(C(=O)c2cccc(Cl)c2)CC1
11.0 | -2.3 | Cc1nc2nc(C)c(CCC(=O)N3CCN(c4ccccn4)CC3)c(C)n2n1
1.8 | 25.5 | CCC(C)(C)NC(=O)C1CCN(c2nc(C)cc(C)n2)CC1
6.6 | -4.3 | COc1ccccc1NC(=O)c1oc2ccccc2c1NC(=O)c1ccco1
-8.9 | -15.6 | CCOc1ccc(N2C(=O)/C(=C\c3ccccc3OC)S(=O)(=O)C2c2cccc([N+](=O)[O-])c2)cc1 (stereo not drawn)
-23.9 | -2.5 | COc1ccc(C)cc1N(C(=O)c1ccccc1F)c1nc2ccccc2s1
7.0 | -2.0 | CN(C)CCCNC(=O)CC(c1ccc(F)cc1)c1ccco1 (stereo not drawn)
1.5 | -4.0 | Cc1cccc(C)c1NC(=S)N(C)CCc1ccccn1
-20.5 | -2.0 | Cc1ccc(C(C(=O)NCC2CCCO2)N(Cc2ccccc2F)C(=O)Cn2nnc(-c3cccs3)n2)cc1 (stereo not drawn)
5.6 | -3.2 | Cc1nccn1CCc1nc(N)nc(N)n1
-2.0 | 5.3 | CCOC(=O)c1[nH]c(C)c(C(=O)N2CCN(c3ccc(F)cc3)CC2)c1C
-3.9 | -15.6 | Clc1ccccc1-c1nc2ccccc2c2nc3ccccc3n12
36.2 | 11.7 | O=C(Nc1ccc(Cl)cc1C(=O)Nc1ccncc1)c1ccco1
-1.7 | -9.7 | Cc1ccc(C(=O)c2cc([N+](=O)[O-])ccc2N2CCOCC2)c(C)c1
8.5 | -5.7 | O=C(O)C1CCCCC1C(=O)Nc1ccccc1F (stereo not drawn)
14.3 | 5.2 | CCc1ccc(C(=O)N2CCCC2)s1
4.6 | 20.5 | N#CC(c1nc2ccccc2nc1N1CCCC1)S(=O)(=O)c1ccccc1 (stereo not drawn)
-25.3 | -0.5 | CC(/C=N/NC(=O)c1ccncc1)=C\c1ccc(C(C)C)cc1
-15.3 | 0.8 | ClC(=C\c1ccccc1)/C=N/N1CCN(c2ccccn2)CC1

Entries of single compounds from above. Order of screens: INS-1E GSIS act | ARNT-TACC3 inh
Cc1nccn1CCc1nc(N)nc(N)n1 is entered as 5.6 | -3.2
CCN(CC)S(=O)(=O)c1ccc(C(=O)NCc2n[nH]c(=S)n2-c2ccccc2OC)cc1 is entered as 5.7 | 15.9
O=C(O)C1CCCCC1C(=O)Nc1ccccc1F (stereo not drawn) is entered as 8.5 | -5.7
O=C(N1CCOCC1)N1CCC(c2nc(-c3ccc(S(=O)(=O)N4CCOCC4)cc3)no2)CC1 is entered as -11.2 | -3.8
Cc1c(/C=N/NC(=O)CNc2ccccc2)c2ccccn2c1C(=O)c1ccccc1 is entered as -19.1 | -14.9

Later entries
INS-1E GSIS act | ARNT-TACC3 inh | Structure
4.8 | 0.2 | CCC(=O)N(CCc1ccccc1)Cc1cc2cc3c(cc2[nH]c1=O)OCO3
39.8 | 2.8 | COc1ccc(-c2cc(C(F)(F)F)nc(-n3cncn3)n2)cc1
-20.6 | 4.4 | COC(=O)c1cc2sccc2n1CC(=O)N1CCCc2ccccc21
-10.0 | -4.5 | CC(=O)c1cc(C)ccc1OC(=O)CCN1C(=O)C2C3c4ccccc4C(c4ccccc43)C2C1=O (stereo not drawn)
23.0 | -5.0 | O=C(NCCc1ccccc1)/C(=N\O)c1ccccc1
7.3 | 11.0 | COc1ccccc1OCCNc1nc2c(c(=O)n(C)c(=O)n2C)n1C
-25.7 | -1.4 | Cc1ccc(N2C(=O)CC(NCc3ccc4c(c3)OCO4)C2=O)cc1Cl (stereo not drawn)
13.1 | 0.6 | O=C(Nc1cccnc1)c1c(F)c(F)c(F)c(F)c1F
0.6 | -10.9 | CSc1ccc(C#N)cc1NC(=O)c1ccc(Cl)cc1
11.7 | -0.4 | COC(=O)Cn1cc(C(=O)c2cccs2)c2ccccc21
-50.2 | 1.7 | Cc1nn(-c2ccccc2)c(C)c1/C=N/NC(=O)c1cc(C23CC4CC(CC(C4)C2)C3)[nH]n1
18.0 | -3.1 | COc1ccccc1-c1nnc(Sc2nc([N+](=O)[O-])nn2C)o1
-21.6 | -5.3 | O=C(Nc1nnc(-c2ccccc2)s1)c1cccc(S(=O)(=O)N2CCOCC2)c1
8.4 | -6.8 | O=C(N/N=C/c1ccncc1)c1ccccc1
56.2* | 0.2 | N#CC1=C(N)Oc2n[nH]c(-c3ccc(F)cc3)c2C1c1cccnc1 (stereo not drawn)
10.3 | -6.9 | Cc1csc(SCc2nnc(-c3ccc(Cl)cc3)o2)n1
-36.3 | 1.2 | O=C(NC1CCCCC1)C(c1ccc2ncccc2c1)N(Cc1cccs1)C(=O)c1cccs1 (stereo not drawn)
-3.4 | -3.7 | CCCCCCOc1ccc(N2C(=O)CC(N3CCC(C(=O)OCC)CC3)C2=O)cc1 (stereo not drawn)
19.1 | 4.4 | CCOC(=O)c1nnn(-c2nonc2N)c1CN(C)Cc1ccccc1
10.4 | -1.0 | Fc1ccc(-c2cnc[nH]2)cc1
11.4 | 2.3 | COc1ccc(NC(=O)CCC(=O)OCc2ccc(C(=O)Oc3ccc(Cl)cc3)cc2)cc1
8.3 | -0.2 | CCn1c(SCC(=O)Nc2ccccc2N2CCOCC2)nnc1-c1ccccc1
15.4 | -6.9 | CNC(=O)c1nnn(Cc2ccccc2)c1NC(=O)C(F)(F)F
-6.9 | -9.6 | CC1(c2ccccc2)NC(=O)N(CC(=O)NC(=O)NCc2ccco2)C1=O (stereo not drawn)
-5.3 | -2.5 | Cc1ccc2nc(NC(=O)CCNS(=O)(=O)c3cccs3)sc2c1
19.9 | -8.8 | Cc1nnc(SCC(N)=O)n1CC1CCCO1 (stereo not drawn)
-19.1 | -0.9 | CC(C)Oc1ccc(CNC(=O)CC(c2ccccc2)c2cc(Cl)ccc2O)cc1 (stereo not drawn)
3.5 | 0.0 | NC(=O)C1(N2CCCCC2)CCN(CC(=O)Nc2ccc(Oc3ccccc3)cc2)CC1
10.1 | -7.1 | CC(C)OCCCNCc1cccs1
-8.2 | -0.5 | Cc1cc(C)n(CCOc2nonc2N)n1
-1.6 | -5.4 | C=CCn1c(-c2csc(-c3ccccc3)n2)n[nH]c1=S
7.7 | -10.2 | O=C(O)CCN1C(=O)CC2(CCCCC2)C1=O
1.1 | -10.8 | O=C1CCCc2c1[nH]c1c(Br)cccc21
-10.2 | 1.0 | CC1=NN(c2cccc(C(=O)O)c2)C(=O)/C1=C\C=C\c1ccco1
11.0 | 11.8 | CCOc1ccc(N2C(=O)c3cccnc3C2=O)cc1
1.1 | -1.1 | COc1ccccc1C(CC(N)=O)c1ccco1 (stereo not drawn)
13.7 | -7.9 | Cc1cc(C(=O)Nc2sc(C)c(C)c2C#N)no1
-17.6 | -7.3 | CCOCCc1nnc(NC(=O)C(CC)c2ccccc2)s1 (stereo not drawn)
-18.8 | 6.9 | Nc1c(N=Nc2ccccc2F)c(=O)[nH]n1-c1ccccc1
-11.6 | 0.9 | CCN1CCN(c2ccc(NC(=O)COc3ccccc3Cl)cc2)CC1

Reprinted at random: two entries already listed, in no set order.
INS-1E GSIS act | ARNT-TACC3 inh | Structure
-5.3 | -2.5 | Cc1ccc2nc(NC(=O)CCNS(=O)(=O)c3cccs3)sc2c1
-6.9 | -9.6 | CC1(c2ccccc2)NC(=O)N(CC(=O)NC(=O)NCc2ccco2)C1=O (stereo not drawn)

(continued)
INS-1E GSIS act | ARNT-TACC3 inh | Structure
8.9 | -0.8 | CCc1c(O)nc(SC2CC(=O)N(c3ccccc3)C2=O)[nH]c1=O (stereo not drawn)
7.1 | -0.3 | O=C1NCC(O)=C1C=NCCO
7.2 | 1.1 | CCOC(=O)c1cnc(SC)nc1N
6.9 | -5.0 | COc1cc(CO)cc(Br)c1OCc1cccnc1
4.9 | 7.7 | CCN(CC)CCNC(=O)CCCCn1c(=S)[nH]c2c([nH]c3ccc(OC)cc32)c1=O
29.4 | 4.6 | Cc1c(C)c2c(C)[nH]nc2oc1=O
-4.8 | -4.0 | CCCCCCOC(=O)Cc1c(C)nc(-c2ccccc2)[nH]c1=O
6.9 | 9.0 | COc1ccc(CNC(=O)C2CCN(c3nc(OC)nc(OC)n3)CC2)cc1
-10.8 | -4.4 | Cc1cc(Cl)ccc1OCCCC(=O)N1CCCCC1
43.6* | -1.1 | CCC(=O)Nc1ccc(C(=O)N/N=C/c2cccnc2)cc1
-15.3 | -1.8 | COc1ccc(-c2cnnn2-c2ccc(NC(=O)c3ccc(S(=O)(=O)N4CCCCC4)cc3)cc2)cc1
19.2 | -4.9 | Cc1ncc(CO)c(/C=N/N=C/c2ccccc2O)c1O
-10.6 | 1.2 | CCOC(=O)c1ccc(NC(=O)CSc2nnc(CCc3ccc(C)o3)n2-c2ccccc2)cc1
-17.9 | -4.0 | Nc1nc(SCC(=O)Nc2ccccc2)nc2nc3c(cc12)CCCC3
26.0 | 11.4 | COc1ccc(CCNS(=O)(=O)c2ccc3c(c2)CCN3C(=O)CCC(=O)O)cc1OC
11.1 | 4.5 | CC1(C)CC(=O)C(C2=NC(C)(C)Cc3ccccc32)=C(O)C1
-1.9 | 0.1 | C/C(=N\OC(=O)c1ccc(Cl)c(Cl)c1)c1sc(C)nc1C
-11.3 | -2.2 | Cc1cc(C)nc(SCC(=O)NC2=NN=C(c3ccc(Br)cc3)CS2)n1
-21.4 | -2.8 | CCSc1nnc(NC(=O)C(NC(=O)c2ccc(Cl)cc2)C(C)C)s1 (stereo not drawn)
-8.7 | 19.2 | O=C(Cn1nnc(-c2ccccc2)n1)Nc1ccccc1N1CCOCC1

Compound activity (PubChem)
